Compound activity from PubChem.
FID counter: compounds displacing fluorescent DNA intercalator, primary screen, artefact control for HCV NS3 helicase inhibitor project, biochemical, FID fluorescence; inhibition, % at 7.9 µM; AID 1845, 2009; 290,000 tested, 0.17% active; DNA fluorescent intercalator displacement; in the data active = inhibition above about 37%;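 note: 0% = vehicle and 100% = reference compound; higher means more ethidium bromide displaced from hairpin DNA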
GPR7 antag: GPR7 receptor antagonists, primary screen, cell-based, fluorescence, single concentration; AID 1861, 2009; GPR7-expressing cells, fluorescence antagonist assay; Neuropeptides B/W receptor type 1 (Homo sapiens), P48145; 290,000 tested, 1.1% active; inhibition, % at 4.4 µM; in the data active = inhibition above about 16%, passing the limit was not always enough;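 note: cells stimulated with the agonist NPW; 0% = agonist with vehicle and 100% = vehicle without agonist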
NALP1 yeast inh: NALP1 inflammasome inhibitors in reconstituted yeast, colorimetric, S. cerevisiae, triplicate retest. S. cerevisiae NALP1/ASC/caspase-1 growth, X-gal OD620, 72 h. 280,000 tested, 0.61% active. inhibition, % at 10 µM; in the data active = inhibition mostly above about 24%, no sharp cut-off; inactive = mostly below about 32%; note: some compounds called inactive have numbers as strong as hits
MEKK2mut PB1 HTS: MEK5 binding signal on mutant MEKK2 PB1, primary screen, biochemical, multiplex bead flow cytometry, Alexa488-MEK5 | 290,000 tested, 0.35% active | percent response, % at 10 µM | Alexa488-MEK5 binding to MEKK2 mutant; in the data active = percent response above about 24%, passing the limit was not always enough; note: inactives centre near 1; some results filed as inactive read as strong as hits; reference of the scale not given here
OXTR agonist: human OXTR agonists, primary screen, fluorescence, CHO-OTR cells, Fluo-8 calcium | Fluo-8 calcium fluorescence; normalized: DMSO 0%, oxytocin 100% | Oxytocin receptor (Homo sapiens), P30559 | activation, % at 3 µM | 320,000 tested, 0.32% active | AID 2435, 2010;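 active = activation above the mean of all tested compounds plus 3 SD, cutoff set per screening run, cut at about 20% in these data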;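 note: peak over basal fluorescence ratio from a 100 s FLIPR kinetic read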
Target sequence (P30559 whole entry, looked up): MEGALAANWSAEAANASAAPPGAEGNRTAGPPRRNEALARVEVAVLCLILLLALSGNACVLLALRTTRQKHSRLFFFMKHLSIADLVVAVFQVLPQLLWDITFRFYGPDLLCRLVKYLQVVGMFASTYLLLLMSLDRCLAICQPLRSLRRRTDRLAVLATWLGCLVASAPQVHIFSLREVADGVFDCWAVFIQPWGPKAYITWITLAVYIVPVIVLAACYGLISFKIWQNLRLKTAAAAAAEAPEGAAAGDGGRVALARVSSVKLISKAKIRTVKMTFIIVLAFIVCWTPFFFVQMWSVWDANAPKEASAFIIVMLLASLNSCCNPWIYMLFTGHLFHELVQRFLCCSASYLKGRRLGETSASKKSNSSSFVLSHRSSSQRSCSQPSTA
M18AAP inhibitor: PfM18AAP inhibitors, malaria aminopeptidase, primary screen, biochemical, QFRET, recombinant enzyme. M18 aspartyl aminopeptidase (Plasmodium falciparum 3D7). inhibition, % at 7.35 µM. H-Glu-NHMec fluorogenic cleavage. 290,000 tested, 1.2% active;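 active = inhibition above the campaign mean inhibition over all tested compounds plus 3 SD, cut at about 28% in these data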;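 note: 0% = plate median of test compound wells and 100% = 2 mM ZnCl2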
PHOSPHO1 inh: PubChem AID 1565; Phosphoethanolamine/phosphocholine phosphatase (Homo sapiens), Q8TCT1; recombinant PHOSPHO1, absorbance phosphatase assay; inhibition, % at 13.3 µM; 290,000 tested, 1.1% active; in the data active = inhibition above about 60%
MEKK2 WT-MEK5: modulators of MEK5 binding to wildtype MEKK2, primary screen, biochemical, multiplex bead flow cytometry, Alexa488-MEK5; Mitogen-activated protein kinase kinase kinase 2 (Homo sapiens), Q9Y2U5; Alexa488-MEK5 binding to MEKK2 WT; actives lie on both sides; binding response (% of control), % at 10 µM; 290,000 tested, 1.1% active; in the data active = binding response below about 67% or above about 130%
MEKK3 PB1 HTS: modulators of MEKK3-MEK5 PB1 binding, primary screen, biochemical, wildtype MEKK3, multiplex bead flow cytometry, Alexa488-MEK5; bead-based flow cytometry, Alexa488-MEK5 binding to MEKK3; actives lie on both sides; 0 = blocked by unlabeled MEK5, 100 = vehicle; binding response (% of control), % at 10 µM; 290,000 tested, 1.4% active;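 active = binding response more than 3 SD above or below the average of its plate-row segment, actives on both sides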;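 note: Alexa488 bead fluorescence after subtracting the streptavidin-only scavenger bead signal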
Target sequence (Q99759 whole entry, looked up): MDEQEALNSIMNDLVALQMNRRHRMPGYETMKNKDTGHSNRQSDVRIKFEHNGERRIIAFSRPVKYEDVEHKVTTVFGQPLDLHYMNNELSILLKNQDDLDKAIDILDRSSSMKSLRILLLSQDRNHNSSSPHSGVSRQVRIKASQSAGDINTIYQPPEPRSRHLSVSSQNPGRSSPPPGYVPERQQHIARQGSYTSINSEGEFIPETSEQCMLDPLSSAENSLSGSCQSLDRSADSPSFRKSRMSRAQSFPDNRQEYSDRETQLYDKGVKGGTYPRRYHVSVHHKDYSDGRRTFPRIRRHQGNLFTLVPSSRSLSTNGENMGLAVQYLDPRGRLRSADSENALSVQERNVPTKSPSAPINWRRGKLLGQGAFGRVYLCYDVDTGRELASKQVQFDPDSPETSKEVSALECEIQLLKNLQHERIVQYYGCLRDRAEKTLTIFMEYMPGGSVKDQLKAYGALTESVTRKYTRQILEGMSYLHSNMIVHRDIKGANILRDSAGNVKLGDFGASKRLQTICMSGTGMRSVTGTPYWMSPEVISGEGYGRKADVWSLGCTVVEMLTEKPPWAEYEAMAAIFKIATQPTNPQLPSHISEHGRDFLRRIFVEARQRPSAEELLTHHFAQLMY
* hit, by the source's call; x = no result given. The order is random. Share with any hit: about 6.2%.

Each structure is followed by: FID counter	PHOSPHO1 inh	MEKK2 WT-MEK5	MEKK3 PB1 HTS	M18AAP inhibitor	NALP1 yeast inh	OXTR agonist	MEKK2mut PB1 HTS	GPR7 antag
> COc1cc(COC(=O)c2cnc(C)cn2)c(OC)cc1Br
 : -22.0	23.7	96.0	100.0	-5.3	10.0	-0.6	-4.0	7.7
> CC(C)OCCCNC(=O)c1ccc2c(c1)ncn2C1CCCC1
 : -19.8	3.7	100.0	110.0	0.7	25.4	3.1	-3.0	-6.3
> O=c1cnnc(SCc2ccc([N+](=O)[O-])cc2)[nH]1
 : -0.7	-3.9	102.0	100.0	7.5	6.6	0.1	2.0	-6.4
> Cc1nc2ccc(Cl)cc2c(-c2ccccc2)c1CC(=O)O
 : -19.8	-12.5	97.0	98.0	-6.7	15.2	1.0	-2.0	-13.6
> COc1ccc(C2Nc3ccccc3C(=O)N2c2ccc(F)cc2)cc1CSc1ccccn1 (stereo unspecified)
 : -1.0	1.6	98.0	110.0	-5.2	14.4	-2.0	-1.0	-11.3
> COc1cccc(-n2c(CNC(=O)OC(C)(C)C)n[nH]c2=S)c1
 : -7.4	84.3*	108.0	107.0	11.1	-15.1	-0.4	3.0	-6.8
> Cc1cc(NC(=O)CCNS(=O)(=O)c2ccc3[nH]c(=O)oc3c2)ccc1Br
 : 3.7	16.9	103.0	102.0	-8.0	9.5	1.7	1.0	-2.0
> CCc1cc2c(=O)n(Cc3ccco3)c(SCC(=O)N3CCCc4ccccc43)nc2s1
 : -32.1	29.3	103.0	111.0	-0.7	18.4	-1.2	2.0	-3.9
> Cc1cc(C)n(-c2nc3ccccc3c3nc(C)nn23)n1
 : 0.8	-10.0	108.0	104.0	0.1	7.7	-0.5	8.0	-5.6
> COC(=O)CC1NCCNC1=O (stereo unspecified)
 : -0.4	-2.9	108.0	109.0	-5.0	-4.4	-0.2	4.0	6.4
> Cc1occc1C(=O)NNC(=O)COc1ccc(Br)cc1Br
 : -0.7	-2.7	93.0	87.0	-8.5	30.3	-1.3	-2.0	-3.1
> COc1ccc(CCN2C(=O)c3ccncc3C2=O)cc1OC
 : 4.3	-1.1	97.0	99.0	-4.0	-2.3	0.1	-1.0	-5.2
> CC(=O)CC(=O)Nc1ncccn1
 : 0.7	16.5	98.0	104.0	-0.3	-12.4	-0.1	0.0	-2.8
> CCn1nc(C)c(CN2CCc3c([nH]c4ccccc34)C2c2ccc(F)c(OC)c2)c1C (stereo unspecified)
 : -12.8	44.0	104.0	104.0	1.3	-2.7	-0.8	4.0	-6.5
> CC(c1ccccc1)N1CCC(CNC(=S)Nc2cccc(Cl)c2)C1 (stereo unspecified)
 : 15.7	-12.7	130.0	100.0	2.8	7.8	22.0*	15.0	18.1
> Cc1cc(C)c(N=Cc2c(O)c3ccccc3oc2=O)c(C)c1
 : -23.8	8.5	105.0	103.0	0.2	23.7	1.5	0.0	-10.0
> c1cnc(Sc2ccc3nnnn3n2)nc1
 : -0.7	20.4	91.0	95.0	2.2	12.5	-0.2	-8.0	-16.7
> CSc1nc(SC)c2c3c(oc2n1)COC(C)(C)C3
 : 0.3	-24.9	x	x	-9.9	-12.3	-2.5	x	1.1
> Cc1cccc(-n2ncc3c2CCCC3NC(=O)CCN2CCCO2)c1C (stereo unspecified)
 : -20.6	41.8	109.0	100.0	-9.7	6.7	1.2	5.0	-6.8
> CCCCN(C(=O)CSCc1ccc(C)cc1)c1c(N)n(CCC)c(=O)[nH]c1=O
 : -21.7	37.6	107.0	102.0	1.0	10.6	-0.6	4.0	-8.5
> CCC(C)(C)NC(=O)C(c1ccc(F)cc1)N(Cc1cccc(OC)c1)C(=O)c1cnccn1 (stereo unspecified)
 : -42.6	49.0	88.0	98.0	7.3	-7.4	-1.8	-11.0	5.6
> Cc1ccc(NC(=O)c2cc3ccccc3oc2=O)cc1S(=O)(=O)N(C)C
 : -3.4	-26.9	99.0	99.0	-15.0	-12.4	0.4	-3.0	-0.1
> CCOc1ccc(CC(=O)NNC(=O)/C=C/C(=O)O)cc1
 : -10.1	28.5	99.0	101.0	-9.5	32.7	0.2	6.0	3.4
> CCCN1CCN(CCCNC(=O)CCN2C(=O)COc3ccccc32)CC1
 : 6.0	6.8	99.0	102.0	0.4	30.9	0.4	0.0	6.9
> CCC(C)NC(=O)c1oc2ccc(S(=O)(=O)N3CCC4(CC3)OCCO4)cc2c1C (stereo unspecified)
 : -32.3	31.0	106.0	106.0	-9.5	12.8	1.4	6.0	0.7
> Cc1ncc(CO)c(/C=N/NC(=S)Nc2ccc(F)cc2)c1O
 : -2.2	-0.9	94.0	89.0	23.6	5.7	0.7	-4.0	-10.6
> COc1ccc(/C=N/Nc2cc(C)nc(N)n2)cc1
 : 12.5	-29.3	99.0	94.0	4.6	42.9	1.4	-2.0	4.5
> CC(=O)Nc1ccc(NS(=O)(=O)c2ccccc2)c2ccccc12
 : -1.4	14.1	101.0	101.0	-8.0	-5.0	0.7	-1.0	7.4
> Cc1ccc(C(=O)NC(NC(=O)c2ccc(C)cc2)c2cccc([N+](=O)[O-])c2)cc1
 : 4.0	-1.8	94.0	96.0	-6.6	21.7	1.9	11.0	3.9
> CCCc1cc2c(=O)n(NC(=O)c3nn(C)cc3[N+](=O)[O-])c(C)nc2s1
 : 2.6	1.9	96.0	108.0	-3.2	13.0	1.3	3.0	0.2
> CC(C)c1ccc(CNn2cnnc2)cc1
 : -2.6	3.1	103.0	103.0	25.2	19.6	0.3	1.0	-3.2
> O=S(=O)(Nc1cccc(-c2nc3cccnc3s2)c1)c1cccs1
 : -4.9	19.5	100.0	101.0	4.0	10.8	2.3	4.0	-18.9
> COC(F)(C(=O)Nc1ccc2c(c1)C(=O)NC2=O)C(F)(F)F (stereo unspecified)
 : -4.7	25.1	103.0	103.0	-17.8	33.8	1.5	1.0	3.9
> CC(C)(C)OC(=O)N1CCC[C@H]1c1nnc(SCc2ccccc2)o1
 : -33.4	20.3	104.0	106.0	-2.9	22.9	-1.9	6.0	-5.3
> CC(CCC(=O)O)C1CC[C@@]2(C)C3C(=O)CC4C(C)(C)C(O)CC[C@]4(C)C3C(=O)C[C@]12C (stereo partly specified)
 : -21.5	18.3	91.0	94.0	-4.3	7.0	-0.1	1.0	-7.5
> O=C1CN(C(=O)COc2cccc(F)c2)c2ccccc2N1
 : -4.9	14.1	103.0	101.0	-4.6	24.3	1.3	12.0	-3.8
> O=S(=O)(NCCc1ccc(F)cc1)c1cccc2cccnc12
 : -11.4	27.9	94.0	102.0	5.2	5.2	-0.8	-5.0	-7.5
> C=CCn1c(SCC(=O)N2CCN(c3ccc(F)cc3)CC2)nnc1-c1cccs1
 : -18.2	38.3	102.0	99.0	-0.3	-4.5	0.5	0.0	2.2
> Cc1ccc(NC(=O)CSc2nn(-c3ccccc3)c(=S)s2)cc1S(=O)(=O)N(C)C
 : -6.1	-28.4	125.0	107.0	-12.1	16.2	10.0	5.0	21.4*
> CCC(NC(=O)/C(=C\c1ccc2c(c1)OCO2)NC(C)=O)C(=O)O (stereo unspecified)
 : 0.5	-11.9	100.0	97.0	7.2	17.3	-1.7	-1.0	-3.1
> COc1ccc(C(=O)CC(=O)Nc2ccc([N+](=O)[O-])cc2)cc1
 : 10.9	34.3	98.0	102.0	-1.6	-8.1	2.4	0.0	2.8
> COc1ccc(-c2nc(NC(=O)C3=NN(c4cccc(C)c4)C(=O)CC3)sc2C)cc1
 : -4.4	8.9	97.0	96.0	1.4	0.4	-0.7	1.0	-6.1
> O=C1CC(N2CCN(c3ncccn3)CC2)C(=O)N1CCc1ccccc1 (stereo unspecified)
 : -20.9	-17.4	105.0	105.0	-4.7	3.3	1.6	6.0	-12.0
> CN(C)CC#CCC(O)(c1ccccc1)C1CCCCC1 (stereo unspecified)
 : 11.5	35.6	109.0	104.0	-0.2	11.7	3.7	5.0	-9.0
> O=C(c1cc(=O)c2ccccc2o1)N(Cc1ccccc1)C1CCS(=O)(=O)C1 (stereo unspecified)
 : -22.2	-1.1	103.0	102.0	2.3	13.3	0.2	1.0	-0.9
> O=C(NCc1ccc(F)cc1)c1cnccn1
 : 1.9	x	103.0	108.0	12.2	x	1.0	3.0	-20.7
> CCC(=O)NCCc1nc2ccccc2n1CC(=O)c1ccccc1
 : -7.3	23.5	88.0	84.0	-0.9	23.7	0.3	10.0	-12.2
> O=S(=O)(/N=C(/NC(=S)Nc1ccccc1)c1ccccc1)c1ccc(Cl)cc1
 : -7.0	24.0	102.0	102.0	15.3	8.6	0.7	-1.0	-6.3
> CCOc1ncccc1C(=O)OCC(=O)Nc1cccc(C(C)=O)c1
 : -12.8	0.3	114.0	109.0	-3.1	43.4	-0.1	7.0	4.1
> Cn1c(=O)c(Nc2ccc(O)cc2)c2c3c(cccc31)C(=O)c1ccccc1-2
 : 3.1	-18.8	89.0	85.0	-6.3	9.0	-2.9	-4.0	-16.4
> CC(C)(C)C(=O)N1CCC[C@H]1C(O)(c1ccccc1)c1ccccc1
 : -27.7	2.1	98.0	104.0	-8.6	7.3	-2.5	-1.0	-11.6
> CC1Cc2ccccc2N1C(=O)COC(=O)Cn1nnc(-c2ccccc2)n1 (stereo unspecified)
 : -14.1	-6.8	101.0	102.0	1.0	9.8	2.1	3.0	1.8
> COc1ccc2c(c1OC)C(=O)OC2CC(=O)c1ccc(O)cc1 (stereo unspecified)
 : -6.7	10.5	x	x	3.2	12.1	2.8	x	-0.6
> CC(C)(C)c1cc(/C=N/NC(=O)Cc2nc3ccccc3[nH]2)cc(C(C)(C)C)c1O
 : -9.0	-4.8	104.0	105.0	10.6	-9.1	-2.6	1.0	1.2
> O=C(c1ccc(Cn2c(=O)[nH]c3ccsc3c2=O)cc1)N1CCN(c2ccccc2)CC1
 : -15.4	-3.6	103.0	101.0	2.0	5.5	3.1	-1.0	10.2
> COc1ccc(-n2c(/C=C(\C)O)nc(=O)c3c(C)cc(C)nc32)cc1
 : -24.4	-7.9	95.0	95.0	6.2	6.5	-1.3	-2.0	4.2
> Cc1ccccc1NC(=O)c1cc(C(=O)c2cc(Cl)ccc2O)cn(-c2ccccc2C)c1=O
 : -8.4	1.5	103.0	98.0	-6.3	32.6	0.5	-1.0	-10.8

Only MEKK3 PB1 HTS, MEKK2mut PB1 HTS and OXTR agonist, for 3 of the compounds above:
canonical_smiles,MEKK3 PB1 HTS,MEKK2mut PB1 HTS,OXTR agonist
COc1ccc2c(c1OC)C(=O)OC2CC(=O)c1ccc(O)cc1 (stereo unspecified),x,x,2.8
COc1ccc(C(=O)CC(=O)Nc2ccc([N+](=O)[O-])cc2)cc1,102.0,0.0,2.4
O=C(c1ccc(Cn2c(=O)[nH]c3ccsc3c2=O)cc1)N1CCN(c2ccccc2)CC1,101.0,-1.0,3.1
